# RGS4 inhibitor: blocks human RGS4-accelerated GTP hydrolysis; P49798; Transcreener GDP fluorescence polarization, RGS4-accelerated GTP hydrolysis; Potency, µM (highest dose often 114 µM), without a hit: at the highest dose activity change, negative = inhibition, most hits filed as inhibitors; actives 0.039% (n = 390,000); also: potency is read from the fitted curve at half-maximal effect; % is scaled to controls: 0 for no effect and ±100 for the full control effect; nearly all actives have a fitted effect of over 75% in size; some results filed as inactive show a strong effect at the top dose
# Target sequence (P49798 whole entry, looked up): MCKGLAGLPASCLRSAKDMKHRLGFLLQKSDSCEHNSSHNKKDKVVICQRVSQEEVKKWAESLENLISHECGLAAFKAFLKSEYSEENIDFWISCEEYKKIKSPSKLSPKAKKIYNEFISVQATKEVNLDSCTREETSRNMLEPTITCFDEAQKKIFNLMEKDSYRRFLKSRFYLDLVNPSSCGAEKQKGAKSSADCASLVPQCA
#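 MLSMR compounds (23 nl, pin-transferred) preincubated 10 min at room temperature with a 500nM (2x) first reagent, then RGS4 at 900nM (2x) plus Transcreener GDP mix added; fluorescence polarization (620/688 nm) read before and after 90 min at 30 °C.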
# Glioma ERSR ind: ER stress response induction in glioma; U87-MG GRP78 promoter luciferase reporter, 16 h; Potency, µM, for inactives: at the highest dose activation, most hits filed as activators; actives 0.02% (n = 420,000); AID 602332; also: potency is read from the fitted curve at half-maximal effect; series mostly up to about 76 µM; % of control where 0% means no effect; nearly all actives have a fitted effect of over 35% in size
#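 Stably transfected U87-MG human glioma cells carrying a GRP78-based luminescent sensor were seeded at 1000 cells/well, pin-dosed with compounds and incubated 16 h. Luciferase reagent was then added, and end-point luminescence was read after 10 min at room temperature.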
# Vif-A3F inh: blocks the Vif interaction with APOBEC3F; HeLa A3F-eYFP + Vif (tagged APOBEC3F with the HIV-1 protein that degrades it), YFP fluorescence increase; Potency, µM (series often up to 46.1 µM), for inactives: top-dose activity, negative = active; actives 0.2% (n = 390,000); AID 602313; also: potency is read from the fitted curve at half-maximal effect; % of control where 0% means no effect; nearly all actives have a fitted effect of over 65% in size
#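 Fluorescence increase (Ex 488/Em 500-530) after overnight compound treatment at 37 deg C flags inhibition of Vif-driven A3F-eYFP loss in stable HeLa A3F-eYFP/Vif cells seeded overnight beforehand.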
# Vif-APOBEC3G blk: Vif-A3G binding inhibition. Q9HC16. HeLa A3G-eYFP + Vif (tagged APOBEC3G with the HIV-1 protein that degrades it), YFP fluorescence, overnight. Potency, µM (doses to about 46.1 µM), inactives show at the top dose activity, negative = active, hits mostly inhibitors. actives 0.076% (n = 410,000);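 also: potency is read from the fitted curve at half-maximal effect; % is scaled to controls: 0 for no effect and ±100 for the full control effect; nearly all actives have a fitted effect of over 60% in size; hits raise eYFP signal because A3G escapes Vif-driven loss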
# Target sequence (Q9HC16 whole entry, looked up): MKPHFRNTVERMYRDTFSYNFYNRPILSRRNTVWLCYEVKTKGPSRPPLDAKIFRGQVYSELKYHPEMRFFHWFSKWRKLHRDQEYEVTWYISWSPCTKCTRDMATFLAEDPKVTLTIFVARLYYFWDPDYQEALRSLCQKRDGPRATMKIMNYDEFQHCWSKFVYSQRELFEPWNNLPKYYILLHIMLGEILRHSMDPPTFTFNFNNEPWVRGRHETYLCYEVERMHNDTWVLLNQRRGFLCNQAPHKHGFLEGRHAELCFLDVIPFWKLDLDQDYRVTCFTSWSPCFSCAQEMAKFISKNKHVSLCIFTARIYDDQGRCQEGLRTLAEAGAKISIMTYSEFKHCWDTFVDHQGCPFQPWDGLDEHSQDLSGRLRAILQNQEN
#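 HeLa cells stably expressing Vif and C-terminally eYFP-tagged A3G, seeded overnight at 37 deg C, then exposed to compound by pintool overnight at 37 deg C. Rise in yellow fluorescence (Ex 488/Em 500-530, Acumen) marks blocked Vif-driven A3G degradation.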
# 12-LOX inh: ALOX12 (human) lipoxygenase inhibition; P18054; purified 12hLO, xylenol orange hydroperoxide absorbance; Potency, µM (series often up to 108 µM), for the others: at the highest dose activity change, negative = inhibition, hits mostly inhibitors; actives 1.1% (n = 580,000); AID 1671190; also: potency is read from the fitted curve at half-maximal effect; % is scaled to controls: 0 for no effect and ±100 for the full control effect
#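 Hydroperoxide product was detected by ferrous iron/xylenol orange as the 573 to 405 nm absorbance ratio. Arachidonic acid at 40 uM (final) was turned over for 30 min at room temperature by 150 nM human 12hLO, pH 7.0 Hepes buffer, after 15 min compound preincubation.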
# ERG-DNA inh: ERG Ets/DNA interaction inhibition | P11308 | fluorescence polarization, His-ERG Ets domain / labelled DNA | Potency, µM (titrated, usually from 76.9 µM), without a hit: at the highest dose FP activity, negative = inhibition, actives largely listed as inhibitors | actives 0.028% (n = 370,000) | AID 624246; active = well fitted inhibition curve with a large enough effect in the polarisation, with a control signal flat; inconclusive = small, poorly fitted or top-dose-only effect, or effect the other way, or a change in a side signal; inactive = no such curve, though single readings can be large or run the other way; the % refers to the polarisation;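 also: polarization taken with two DNA probes labelled with fluorescein and Texas red; potency is read from the fitted curve at half-maximal effect; % of control where 0% means no effect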
#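 His-tagged ERG Ets domain (1 uM in the protein solution; 300mM KCl, 50mM Tris-HCl, 1mM EDTA, 1mM DTT, pH 7.5) received compound, then a probe mix of 5 nM fluorescein-DNA and 100nM Texas-615-DNA. Fluorescence polarization was read for both dyes.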
# D2 ag: activates the human D2 dopamine receptor; P14416; HEK293 T-REx D2 cells, calcium flux agonist mode; activation, % at 2 µM; actives 0.53% (n = 340,000); AID 485358;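 active = activation over 3 SD above normal in the single-dose calcium agonist read, cut at about 30% in these data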; also: 0% is about no effect
# Target sequence (P14416 whole entry, looked up): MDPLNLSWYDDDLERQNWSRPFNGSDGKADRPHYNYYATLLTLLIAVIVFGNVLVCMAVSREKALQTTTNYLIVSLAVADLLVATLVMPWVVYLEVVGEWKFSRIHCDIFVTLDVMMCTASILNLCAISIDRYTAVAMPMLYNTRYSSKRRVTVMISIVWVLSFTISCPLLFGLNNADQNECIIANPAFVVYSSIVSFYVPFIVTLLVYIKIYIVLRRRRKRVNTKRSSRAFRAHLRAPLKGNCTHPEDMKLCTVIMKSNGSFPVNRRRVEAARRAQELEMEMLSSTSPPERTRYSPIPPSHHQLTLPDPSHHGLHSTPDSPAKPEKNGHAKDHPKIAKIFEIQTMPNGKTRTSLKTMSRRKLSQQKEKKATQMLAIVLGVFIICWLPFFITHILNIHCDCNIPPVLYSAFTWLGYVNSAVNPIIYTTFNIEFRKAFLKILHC
#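 Agonism scored from kinetic calcium signal (1 read/sec, 180 s) following compound pin transfer, after a 10 s baseline. Cells: HEK293 Trex line expressing inducible D2 receptor coupled to calcium, dye-loaded after overnight culture at 30 C.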
# D2 antag: antagonizes the human D2 dopamine receptor. P14416. HEK293 TREx D2 cells, calcium flux, dopamine EC80. inhibition, % at 10 µM. actives 2% (n = 340,000). AID 485344; in the data active = inhibition above about 30%; also: 0% is about no effect
#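 Inhibition of EC80 dopamine-driven calcium flux, recorded kinetically, defines activity here; cells are a tetracycline-induced HEK293 T-REx line expressing force-coupled D2.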
# LDHA inh: inhibitors of human lactate dehydrogenase A; AID 1347041; actives 0.15% (n = 480,000); purified LDHA, NADH/diaphorase-resazurin fluorescence; hits give low values; P00338; activity change, % (values are at about 110 or 230 µM); in the data active = activity change below about -30%; inconclusive = mostly about -25% to -30%;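 also: plate controls were DMSO wells for no effect and wells without enzyme for full effect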
#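 Human LDH5 (2 nM) was incubated with 0.06 mM NADH and 0.2 mM pyruvate for 5 min at room temperature in Tris pH 7.4. Remaining NADH was coupled through diaphorase/resazurin, and resorufin fluorescence was read at 0 and 20 min.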
# * = called active by the depositor; ? = inconclusive; . = not tested or not shown; [ ] = remark or other dose. Unless noted, calls follow the shape of the dose curve; as a rule, active = well fitted curve in the direction sought with a large enough effect; inconclusive = small, poorly fitted or top-dose-only effect, or another doubt; inactive = no such curve, though single readings can be large; an effect the other way counts as inactive or inconclusive. An excerpt; count on the stated rates, not on these rows.
# Each structure is followed by: RGS4 inhibitor, Glioma ERSR ind, Vif-A3F inh, Vif-APOBEC3G blk, 12-LOX inh, ERG-DNA inh, D2 ag, D2 antag, LDHA inh
CCOc1ccc(NC(=O)CN(C)C(=O)C2CC(=O)N(CCc3ccc(OC)c(OC)c3)C2)cc1OCC (stereo not drawn)
→ ?, -5%, 2%, -8%, 12%, 32%[activator], ., ., 5
O=C(Nc1ccc2nsnc2c1)N1CCCCC1
→ -13%, 3%, 18%, 1%, -18%, -8%, 1.1, -5, 12
O=C(Nc1ccc(S(=O)(=O)N2CCCC2)cc1)c1ccc(F)cc1
→ 8%, -2%, -5%, 0%, 0%, 5%, ., ., -1
Cc1cc(NC(=O)CSc2ccc3ccccc3c2)no1
→ -4%, -2%, -4%, -5%, ?, 17%, -1.6, 5, 7
COc1ccccc1C(=O)Nc1ccc2[nH]ncc2c1
→ -7%, 5%, 10%, -4%, 8%, 1%, -0.8, -10, -3
O=C(O)c1ccc2c(c1)ncn2C1CCCC1
→ 7%, -2%, -9%, -3%, -12%, -14%, 0.0, -2, 1
N#Cc1ccsc1NC(=O)CN1CCN(c2ccccc2)CC1
→ 5%, 5%, -47%, -3%, -3%, 9%, 48*, 23, -7
COc1cc(C(=S)N2CCOCC2)cc(OC)c1O
→ -13%, -2%, -17%, 0%, 0%, -3%, 0.0, 7, -1
Cc1cc(O)c(C2(O)C(=O)Nc3ccccc32)cc1C (stereo not drawn)
→ 19%, -3%, -10%, 0%, 18%, -8%, 1.8, -18, -3
CCOC(=O)c1c(-c2ccc(OC)cc2)cn2ccccc12
→ 8%, 1%, ?, -5%, -21%, -1%, -0.6, 62*, -13
CCCCn1c(N)c(N(CCOC)C(=O)C2CCN(S(=O)(=O)c3ccc(F)cc3)CC2)c(=O)[nH]c1=O
→ -3%, -4%, 0%, 0%, -21%, 8%, 0.7, -12, -3
O=C(Cn1ncc2c3ccccc3n(Cc3cccc(Cl)c3)c2c1=O)Nc1ccc(F)cc1F
→ 10%, -1%, ?, -14%, ?, 9%, 1.1, ., -8
Cc1cc(C)nc(NC(=O)CSc2nc3cc(Cl)ccc3s2)n1
→ -18%, -1%, 0%, -1%, ?, 3%, -2.5, 5, -12
CCOC(=O)c1ccccc1NC(=O)c1sc2nc3n(c(=O)c2c1C)CCCC3
→ -31%, -1%, -10%, 5%, -2%, -2%, -0.8, ., -6
Clc1ccc2nc(-c3ccco3)c(Cc3ccccc3)n2c1
→ ., -7%, ., -26%, 18µM*, ., ., ., 0
O=C(CSc1nnc(-c2cccs2)o1)Nc1cccc(S(=O)(=O)N2CCCCC2)c1
→ -5%, -3%, 7%, -5%, 10%, 17%, 0.0, 11, -2
Cc1ccc(N2CC(C(=O)O)CC2=O)cc1 (stereo not drawn)
→ 21%, -2%, 4%, -6%, -5%, 7%, -0.7, 9, -4
c1csc(-c2nnc(COc3ccc4c(c3)OCO4)o2)c1
→ 2%, 1%, 0%, 0%, -11%, -3%, -0.2, 14, 3
O=C(CS(=O)(=O)c1ccc(Cl)cc1)Nc1nnc(-c2cccs2)o1
→ -4%, 7%, -1%, 4%, 6%, 10%, 0.3, 7, 0
COc1cc(SC)ccc1C(=O)Nc1cccc(C)n1
→ -10%, 0%, -14%, 1%, 16%, -12%, 0.3, 30, -4
Cc1ccc(O)c(C(=O)c2cnn(-c3ccccc3)c2)c1
→ -64%[11.4 µM], 6%, -2%, -1%, ?, -5%, -0.1, -3, -3
COCCN(C(=O)CSc1ncccn1)c1c(N)n(Cc2ccccc2)c(=O)[nH]c1=O
→ 61%[activator], -4%, -4%, 2%, 14%, -14%, ., ., -5
Nc1ccc(NC(=O)c2ccc(C(=O)Nc3ccc(N)cc3)cc2)cc1
→ -38%, -7%, 9%, 6%, 6%, -1%, -1.3, 4, -7
O=C(CCn1c(=O)c2cccn2c2ccc(F)cc21)NCc1ccccc1F
→ -21%, -4%, 1%, -7%, -30%, -9%, 0.7, ., -2
CC1CC(C)CN(C(=O)c2cc3cc(Br)cc(Br)c3o2)C1 (stereo not drawn)
→ -3%, 6%, -21%, -2%, -6%, -9%, 0.9, 29, -7
CCOC(=O)c1c(-c2ccc(OC)cc2)csc1NC(=O)CSc1nnc(C)c(=O)[nH]1
→ -1%, ?, 18%, 3%, -6%, 11%, 0.1, 8, -5
O=C(NCCc1nc2ccccc2n1CCOc1ccccc1)C1CCCCC1
→ 19%, -1%, ., -3%, ., ., ., ., 1
COc1ccc(NC(=O)CSc2nc3ccccc3n2-c2ccccc2)c([N+](=O)[O-])c1
→ -12%[11.4 µM], -4%, 0%, 2%, -15%, -6%, -1.2, 3, -3
Cc1nnc(SCC(=O)N2CC(=O)Nc3ccccc32)n1-c1ccccc1
→ 29%, -3%, -16%, 0%, 0%, 2%, 0.4, -10, -2
Cc1cc(C)cc(NC(=O)c2cc3c(=O)n(Cc4ccco4)ccc3nc2C)c1
→ -8%, -2%, 0%, -6%, -15%, -2%, 0.9, ., -1

# Next structures
compound,RGS4 inhibitor,Glioma ERSR ind,Vif-A3F inh,Vif-APOBEC3G blk,12-LOX inh,ERG-DNA inh,D2 ag,D2 antag,LDHA inh
O=C(Nc1ccc(C(=O)N2CCCCC2)cc1)c1ccc([N+](=O)[O-])cc1,-17%,-5%,4%,0%,.,48%[activator],-0.5,-8,-2
COc1ccc(CCn2c(C)nc3ccccc3c2=O)cc1OC,3%,-3%,-5%,3%,-6%,4%,-0.6,-27,-2
COc1ccc(Cn2nnnc2C(c2ccccc2Cl)N2CCN(C)CC2)cc1 (stereo not drawn),8%,-4%,0%,-1%,?,2%,-0.9,4,0
O=C(O)C1CCCCC1C(=O)Nc1nc(-c2cccs2)cs1 (stereo not drawn),1%,4%,1%,1%,137%[activator],-3%,0.3,0,-8
COc1cc2[nH]c3c(=O)n4c(nc3c2cc1OC)SCCC4,1%,-3%,-11%,?,?,12%,1.4,6,3
Cc1ccc(C(=O)NN2CC(O)=C(c3nc(-c4cccc([N+](=O)[O-])c4)cs3)C2=N)cc1,-35%,0%,12%,-12%,-22%,-2%,-0.4,-3,-21
CCCCCc1c(C)nc(N2CCc3ccccc32)[nH]c1=O,-52%,-2%,1%,0%,36%[activator],7%,0.4,13,-3
O=C(O)CNC(=O)C1CCCN1C(=O)CNC(=O)OCc1ccccc1 (stereo not drawn),-2%,1%,13%,-2%,0%,-4%,0.4,-11,1
O=c1cc2nc(-c3ccccc3)nc(SCc3cccc(Br)c3)n2[nH]1,-6%,0%,?,1%,-19%,-1%,0.1,.,1
CCN(CC)C(=O)CSc1nnc2sc3ccccc3n12,9%,-2%,-2%,1%,-12%,-3%,0.4,-6,-4

# The last 3 entries of the part above are carried over, then new ones follow:
compound,RGS4 inhibitor,Glioma ERSR ind,Vif-A3F inh,Vif-APOBEC3G blk,12-LOX inh,ERG-DNA inh,D2 ag,D2 antag,LDHA inh
O=C(O)CNC(=O)C1CCCN1C(=O)CNC(=O)OCc1ccccc1 (stereo not drawn),-2%,1%,13%,-2%,0%,-4%,0.4,-11,1
O=c1cc2nc(-c3ccccc3)nc(SCc3cccc(Br)c3)n2[nH]1,-6%,0%,?,1%,-19%,-1%,0.1,.,1
CCN(CC)C(=O)CSc1nnc2sc3ccccc3n12,9%,-2%,-2%,1%,-12%,-3%,0.4,-6,-4
CC(=O)Nc1ccc(Nc2nc(C)c([N+](=O)[O-])c(Nc3ccccc3)n2)cc1,-12%,-7%,-2%,?,-2%,?,0.6,-6,-1
CN1CCN(C(=O)C2=C[C@H](c3coc4ccccc4c3=O)C[C@H](OCc3ccc(CO)cc3)O2)CC1,-1%,-2%,-6%,-1%,1%,5%,-0.2,-3,0
CCOc1ccc(CNC(=O)c2ccc3c(c2)nc2n3CCC(C)C2)cc1OC (stereo not drawn),25%,-5%,3%,-1%,7%,-7%,.,.,-10
CC(C)(C)C(=O)Nc1ccc2c(c1)-c1cc(NC(=O)C(C)(C)C)ccc1C2,11%,-2%,-2%,0%,22%,.,-0.1,-5,-9
O=C(COC(=O)/C=C/c1ccco1)NC1CCCCC1,?,-2%,2%,2%,0%,4%,.,.,10
O=C(C1CCN(c2nnc(-n3cccc3)s2)CC1)N1CCc2ccccc2C1,1%,-2%,-1%,4%,0%,-3%,0.0,-7,4
CCOc1nc(-c2ccc(OC)cc2)ccc1-c1noc(-c2cc(OC)c(OC)c(OC)c2)n1,-24%,-1%,?,-5%,1%,1%,0.2,-16,-2
Cc1nc(N(C)C)c2sc(=S)n(C)c2n1,-2%,-3%,1%,2%,4%,-14%,1.1,-3,-6
COC(=O)c1cccc(NC(=O)CN2CCC(NC(=O)c3cc(OC)c(OC)c(OC)c3)CC2)c1,-9%,-4%,18%,2%,-1%,0%,-0.2,-8,-3

# Screens (PubChem BioAssay)
